# From PubChem
# Dyrk1A ADPGlo = blocks rat Dyrk1A kinase activity; ADP-Glo luminescence, NFATc1 peptide; inhibition, % at 12.5 µM; 310,000 tested, 0.43% active; in the data active means inhibition above about 50%;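 further: plate controls were vehicle with enzyme for no effect and no enzyme for full effect; many of its hits are not listed in these tables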
# GSK3B inh = human GSK3beta kinase inhibition; 300,000 tested, 0.038% active; GST-GSK3beta kinase, ADP-Glo luminescence, 60 min; hits give low values; P49841; activity score (negative = inhibition), % at 10 µM;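 active means more than half of replicate wells score below -50%, meaning over 50% inhibition versus plate controls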;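 further: 0% = median DMSO wells and -100% = median GW8510 positive control wells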
#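 test system = GST-tagged human GSK3beta kinase, cell-free | reagent = 25 µM ATP with peptide substrate | dosing = one dose of 10 µM per compound | schedule = 60 min reaction, RT | detection = luminescent ADP-Glo measurement of ADP formed | control set = DMSO neutral wells and GW8510 at 20 µM as positive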
# GSK3 alpha inh = human GSK-3 alpha kinase inhibition; P49840; ADP-Glo luminescence, 60 min; inhibition, % at 10 µM; 320,000 tested, 0.1% active; AID 2650;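 in the data active means inhibition above about 50%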;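 further: GST-tagged GSK-3 alpha with peptide substrate and 25 µM ATP; 0% = DMSO neutral wells and 100% = GW8510 positive control wells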
# Target sequence (P49840 whole entry, looked up): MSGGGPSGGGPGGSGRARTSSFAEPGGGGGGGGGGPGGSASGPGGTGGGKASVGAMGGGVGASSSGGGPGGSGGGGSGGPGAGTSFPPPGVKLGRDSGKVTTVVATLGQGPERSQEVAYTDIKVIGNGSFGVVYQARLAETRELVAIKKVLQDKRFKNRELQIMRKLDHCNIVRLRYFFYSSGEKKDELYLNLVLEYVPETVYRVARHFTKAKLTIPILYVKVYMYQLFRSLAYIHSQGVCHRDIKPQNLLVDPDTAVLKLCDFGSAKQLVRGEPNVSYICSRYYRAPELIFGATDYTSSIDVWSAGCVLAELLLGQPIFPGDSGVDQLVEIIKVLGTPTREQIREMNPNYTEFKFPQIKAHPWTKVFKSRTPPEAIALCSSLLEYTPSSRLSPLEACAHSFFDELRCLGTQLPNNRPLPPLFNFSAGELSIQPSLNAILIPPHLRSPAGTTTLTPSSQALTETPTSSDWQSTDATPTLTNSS
# KCNK9 inh = human KCNK9 channel inhibition; Q9NPC2; HEK293 KCNK9, FluxOR thallium flux fluorescence; hits give low values; B-score at 10 µM; 310,000 tested, 1.2% active;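 active means ratio B-score over 3 SD below the library mean, with starting fluorescence within 5 SD of its mean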;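 further: negative B-score means less thallium flux so channel inhibition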
# hERG rescue = hERG (human) protection from proarrhythmic block; Q12809; 310,000 tested, 0.51% active; activation (rescue from dofetilide block), less the hit threshold, % at 10 µM; AID 1511; CHO-hERG, FluxOR thallium flux, dofetilide IC70 present;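 active means activation above the mean of controls blocked by dofetilide plus 5 SD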;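 further: thallium influx through hERG after potassium depolarization seen as dye fluorescence rise; in these data hits start at about 4.7%; inactives centre near -7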
# RGS4 pot = potentiators or activators of RGS4; AID 463111; HEK293 M3R/inducible RGS4, carbachol calcium flux Fluo4; hits give low values; B-score at 10 µM; 310,000 tested, 0.92% active;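 active means B-score of the integrated calcium signal more than 4 SD below the library mean, with starting fluorescence not abnormally high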;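 further: negative B-score means reduced calcium response which marks RGS4 activation or potentiation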
#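 Assay system: Inducible-RGS4 HEK293 cells carrying M3 receptor | Schedule: Compound preincubation 20 min at room temperature before agonist | Signal: Kinetic calcium fluorescence imaging with Fluo4-AM dye, 2 µM | Read-out basis: B score from integrated fluorescence ratio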
# KCNQ1 block = inhibitors of human KCNQ1 potassium channel; B-score at 10 µM; AID 2642; P51787; CHO-K1 KCNQ1, FluxOR thallium flux fluorescence; hits give high values; 310,000 tested, 1.3% active;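 active means compounds whose thallium flux B-score, printed positive for inhibition, exceeds three library SD while starting fluorescence stays within three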;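 further: channel opened by potassium depolarization with thallium stimulus after 20 min compound exposure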
# KCNQ1 act = potentiates or activates the human KCNQ1 potassium channel. P51787. B-score at 10 µM. CHO-K1 KCNQ1, thallium flux FluxOR fluorescence; hits give high values. 310,000 tested, 0.35% active. AID 2648;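 active means fluorescence ratio B-score, a plate-corrected score, at least three library SD, with initial intensity B-score within 5 SD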
#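 Assay system: CHO-K1 cells stably expressing KCNQ1. Medium: assay buffer for compound exposure, DMSO matched across wells. Timing: 37 °C overnight plating, 90-min dark dye load, 20-min compound pretreatment. Signal: kinetic FluxOR fluorescence, 10 s baseline plus 110 s post-stimulus.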
# HDAC3 inhib = human HDAC3 inhibition; O15379; recombinant HDAC3, fluorogenic peptide/trypsin coupled, fluorescence; 320,000 tested, 0.15% active; inhibition, % at 8.3 µM; AID 2718; in the data active means inhibition above about 26%, passing the limit was not always enough
# Target sequence (O15379 whole entry, looked up): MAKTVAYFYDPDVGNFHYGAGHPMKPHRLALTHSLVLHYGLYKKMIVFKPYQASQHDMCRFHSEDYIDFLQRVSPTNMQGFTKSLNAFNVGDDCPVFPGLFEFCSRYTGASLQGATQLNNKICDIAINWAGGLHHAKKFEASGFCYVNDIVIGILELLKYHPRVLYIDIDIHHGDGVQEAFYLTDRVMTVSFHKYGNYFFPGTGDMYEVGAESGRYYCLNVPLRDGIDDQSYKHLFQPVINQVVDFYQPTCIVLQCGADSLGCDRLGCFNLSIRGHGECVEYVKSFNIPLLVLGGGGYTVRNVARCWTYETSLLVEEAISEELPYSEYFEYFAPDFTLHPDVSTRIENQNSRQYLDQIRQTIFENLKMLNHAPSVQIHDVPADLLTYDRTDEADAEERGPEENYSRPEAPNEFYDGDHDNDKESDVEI
# PolyA inhibitor = blocks polyadenylation in yeast reporter cells; S. cerevisiae SKY197-pL101 polyadenylation reporter, beta-gal luminescence; efflux-impaired pdr1/pdr3 knockout yeast; score 100 = 6 SD above DMSO; calls only at 12 µM; 300,000 tested, 0.02% active; AID 1875;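 active means lowest replicate activity score at least 50, where 100 means six control SD above control mean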;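 further: yeast exposed to compound for 9 h at 30 °C; higher score means more reporter readthrough which indicates perturbed polyadenylation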
# KCNK3 inh = human KCNK3 channel inhibition, primary screen | B-score at 10 µM | 340,000 tested, 0.84% active | CHO-KCNK3 thallium flux, FluxOR fluorescence; hits give low values;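 active means B-score under library mean minus 4 SD, starting fluorescence ratio at most library mean plus 5 SD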;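 further: more negative B-score means stronger inhibition of thallium flux through KCNK3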
# * marks the source's active call; other numbers are inactive results; i = inactive; x = not tested or not shown. Some of the compounds tested (hit frequency here may not be typical).
# Value order: Dyrk1A ADPGlo	GSK3B inh	GSK3 alpha inh	KCNK9 inh	hERG rescue	RGS4 pot	KCNQ1 block	KCNQ1 act	HDAC3 inhib	PolyA inhibitor	KCNK3 inh
> Cc1ccc(-n2nc3c(=O)n(CCCC(=O)NCc4ccc(F)cc4)nc(C)c3c2C)cc1
  -1	4	3	i	-10	i	i	i	3	i	i
> CCCCc1c(O)nc(SCC(=O)N2CCOCC2)n(-c2ccccc2OC)c1=O
  -7	-3	2	i	-4	i	i	i	-1	i	i
> Cc1sc2nc(-c3ccccc3)oc(=O)c2c1C
  -4	-1	-1	i	2	i	i	i	-5	i	i
> Cc1n[nH]c(C)c1CCN(C)Cc1cn(C)nc1-c1ccccc1F
  x	0	-2	i	-7	i	i	i	2	i	i
> Cc1cc(N/N=C/c2c(O)ccc3ccccc23)nc(-c2ccccc2O)n1
  4	0	-1	i	-13	-8*	10*	i	8	x	i
> Cc1ccccc1-c1nc2sc3c(c2c(=O)n1N)CCCC3
  15	0	9	i	-11	i	i	i	3	i	i
> C=CCOc1cccc(C2/C(=C(/O)c3ccccc3)C(=O)C(=O)N2CCN2CCOCC2)c1 (centres undefined)
  3	1	-1	i	-16	i	i	i	1	i	i
> O=C(COc1ccc([N+](=O)[O-])cc1)Nc1ccc(N2CCN(C(=O)c3ccco3)CC2)cc1
  4	-1	2	i	-8	i	i	i	0	i	i
> CCn1c(-c2cc(-c3cccc(OC)c3)nc3ccccc23)n[nH]c1=S
  -3	7	1	i	-12	i	6*	i	1	i	i
> C=CCc1cccc(/C=N/c2ncccc2O)c1O
  9	0	-2	i	-3	i	i	i	2	i	i
> CNC(=O)NC(=O)CSc1nnc(-c2ccc(F)cc2)n1CC1CCCO1 (centres undefined)
  5	-1	-3	i	-9	i	i	i	-5	i	i
> c1cncc(-c2nc3cc4ccccc4cc3[nH]2)c1
  6	-2	-1	i	-9	i	i	i	-7	i	i
> Cc1nn(C(C)CC(=O)O)c(C)c1Br (centres undefined)
  3	-1	-2	i	-3	i	i	i	-9	i	i
> CCOC(=O)c1cnc2nc(C(F)(F)F)[nH]n2c1=O
  2	1	-3	i	0	i	i	i	-3	i	i
> Cc1cc(C(F)F)nn1CC(=O)NCc1ccc(Cl)cc1Cl
  3	1	-3	i	-14	i	i	i	1	i	i
> O=C(NNC(=S)NCc1ccccc1)c1ccc2c(c1)OCO2
  14	-4	6	i	-8	i	i	i	-9	i	i
> O=C(c1ccco1)N1CCN(S(=O)(=O)c2ccc(F)cc2)CC1
  2	-4	6	i	-6	i	i	i	-8	i	i
> COc1ccc2c(Cl)c(C(=O)N/N=C3\CCCC(=O)C3)sc2c1
  81*	1	4	i	-14	i	i	i	5	i	i
> CCn1c(SCC(=O)Nc2cc(OC)c(OC)c(OC)c2)nnc1-c1cccs1
  0	1	-2	i	-3	i	i	i	x	i	i
> Cc1cc(=O)[nH]c(SCC(=O)N2CCc3ccccc3C2)n1
  -27	-1	-2	i	-3	i	i	i	0	i	i
> COCCNC(=O)CN(Cc1ccc2c(c1)OCO2)C(=O)CCC(=O)Nc1nccs1
  -15	3	5	i	1	i	i	i	-1	i	i
> C=CCNC(=O)C1CC2Cn3c(nc4ccccc43)C2N1C (centres undefined)
  3	1	-3	i	-6	i	i	i	1	i	i
> O=C(NCc1cccs1)c1ccc2c(c1)OCCO2
  3	15	-2	i	-8	i	i	i	-5	i	i
> CCOc1ccc(S(=O)(=O)N2CCN(C(=O)CN3C(=O)NC4(CCCC4)C3=O)CC2)cc1
  11	4	0	i	-15	i	i	i	-2	i	i
> CC(C)(C)c1ccc(OCCC(=O)OCC(=O)Nc2cccnc2Cl)cc1
  -5	-1	0	i	-19	i	i	i	-1	i	i
> Cc1ccc2nc(Cl)c(CNCc3ccccc3)cc2c1
  5	0	x	i	-9	i	i	i	1	i	i
> O=c1c2ccccc2nnn1-c1ccc(Br)cc1
  0	1	1	i	-8	i	i	i	-6	i	i
> N#Cc1cnn(-c2nc(SCc3ccccc3)nc3sc4c(c23)CCCC4)c1N
  0	1	-2	i	-8	i	i	i	3	i	i
> CCOC(=O)Cn1c(=O)c(-c2ccccc2N)nc2ccccc21
  -10	1	-3	i	-3	i	i	i	0	i	i
> Nc1ccc2cn[nH]c2c1
  25	1	1	i	-4	i	i	i	3	i	i
> CC(C)Cn1c([N+](=O)[O-])nc2c1c(=O)[nH]c(=O)n2C
  -5	0	6	i	-11	i	i	i	-4	i	i
> CCOc1ccc(CCN2CN(CC)CNC2=S)cc1OCC
  5	0	-1	i	-10	i	i	i	0	i	i
> Fc1ccccc1COc1ccc(Br)cc1CNCc1cccnc1
  1	-1	3	i	-10	i	i	i	-1	i	i
> COC(=O)C1CCN(c2nc3ccccc3nc2C(C#N)C(=O)OCC(C)C)CC1 (centres undefined)
  0	1	-1	-6.8*	-7	-7.9*	i	i	0	i	i
> COc1ccc(Cc2nnc(N/N=C/c3ccc(O)cc3)[nH]c2=O)cc1OC
  -4	-24	-3	i	-4	i	i	i	9	i	i
> COc1ccc(-c2cc(-c3ccccc3)c(C#N)c(SCC(=O)O)n2)cc1
  -14	4	-4	i	-15	i	i	i	-8	i	i
> COc1ccc(CNC(=O)C(c2ccncc2)N(C(=O)Cc2cccs2)c2ccc(C)cc2)cc1 (centres undefined)
  -7	-3	-2	i	-3	i	i	i	-4	i	i
> COc1cccc(-c2cc(N3C(=O)Nc4ccccc4N3O)n[nH]2)c1
  2	2	-1	i	-12	i	i	i	4	i	i
> CC1CC(C)CN(CCCNC(=O)c2ccc3c(c2)ncn3C2CCCC2)C1 (centres undefined)
  x	-1	2	i	-7	i	i	i	-4	i	i
> COc1ccc(CNCc2cc3c(cc2[N+](=O)[O-])OCO3)cc1
  3	1	4	i	-5	i	i	i	6	i	i
> Cc1ccc(OCC(=O)NCc2cccs2)c([N+](=O)[O-])n1
  5	0	0	i	-2	i	i	i	1	i	i
> COc1ccc(C(N)c2nccc3cc(OC)c(OC)cc23)cc1OC (centres undefined)
  14	-7	5	i	-5	i	i	i	3	i	i
> CC(OC(=O)c1ccccc1NCCO)C(=O)NCC(=O)Nc1ccc(F)c(F)c1F (centres undefined)
  -8	-2	-1	i	-16	i	i	i	-31	i	i
> CC(C)c1ccc(C(C)NCCS(=O)(=O)c2ccc(Br)cc2)cc1 (centres undefined)
  4	1	-3	i	-14	i	i	i	3	i	-8.9*
> Cc1ccc(-n2c(C)c3c(C)nnc(C)c3c2C)cc1C
  -6	-2	5	i	-19	i	i	i	14	i	i
> Cc1ccc(C(=O)NCC(C)(C)N2CCOCC2)s1
  3	1	-4	i	-8	i	i	i	2	i	i
> COC(=O)c1ccc(Oc2coc3cc(OCc4ccc([N+](=O)[O-])cc4)ccc3c2=O)cc1
  -2	-1	-3	i	-6	i	i	i	4	i	i
> CCC(C(=O)OC)n1cnc2c(nnn2-c2ccc(OC)cc2)c1=O (centres undefined)
  -2	0	-2	i	-12	i	i	i	3	i	i
> Cc1ccc(C(=O)NCC(=O)N/N=C/c2sccc2C)cc1[N+](=O)[O-]
  2	-3	1	i	-10	i	i	i	5	i	i
> Cc1ccc(C)c(N2CCN(C(=O)c3ccc(Cn4c(=S)[nH]c5ccc(N6CCOCC6)cc5c4=O)cc3)CC2)c1
  x	2	-4	i	-18	i	i	i	-3	i	i
> c1ccc2oc(NC3=NCN(CC4CCCO4)CN3)nc2c1 (centres undefined)
  -3	3	-2	i	-11	i	i	i	-6	i	i
> CCOC(=O)c1cc(-c2ccc(F)cc2)n(CC(=O)N2CCCC2)c1C
  -1	3	x	i	-2	i	i	i	x	i	i
> S=C1NC2(CCCCC2)Nc2ccccc21
  1	2	-1	i	-5	i	i	i	-2	i	i
> CC(=O)Nc1ccc(NC(=O)C(F)(F)F)cc1
  2	-10	-1	i	-10	i	i	i	-8	i	i
> CCN(CC)c1ccc(/C=N/NC(=O)Cc2nnc(NC(=O)Nc3ccccc3)s2)cc1
  1	0	-5	i	-5	i	i	i	-12	i	i
> CCOC(=O)C1C(=O)C=C(/C=C/c2ccccc2)CC1c1ccc(Cl)cc1 (centres undefined)
  -16	0	0	i	-7	i	i	i	0	i	i
> O=C(NCC(=O)N1CCN(C(=O)c2ccco2)CC1)c1ccc(Cl)cc1
  7	-2	-2	i	-10	i	i	i	10	i	i
> CCOC(=O)c1cccc(NC(=O)CCc2nc(-c3ccc(C)cc3)no2)c1
  0	3	-5	i	-6	i	i	i	11	i	i
> NS(=O)(=O)c1cnccc1Nc1cccc(Br)c1
  -1	-4	-1	i	-2	i	i	i	-4	i	i
> C/C(=N\NC(=O)Cc1c[nH]c2ccccc12)c1ccc2ccccc2c1
  x	1	-2	i	-8	i	i	i	-2	i	i

# Next section:
# Value order: Dyrk1A ADPGlo	GSK3B inh	GSK3 alpha inh	KCNK9 inh	hERG rescue	RGS4 pot	KCNQ1 block	KCNQ1 act	HDAC3 inhib	PolyA inhibitor	KCNK3 inh
> Cc1cc(C)n(-c2ccc(C(=O)OCC(=O)Nc3ccc(Cl)c(S(=O)(=O)N(C)C)c3)cc2)n1
  27	2	0	i	-10	i	i	i	-4	i	i
> CC(C)CNC(CC(=O)O)c1ccccc1 (centres undefined)
  x	2	0	i	-8	i	i	i	1	i	i
> CCc1nn2cc(-c3ccccc3)nc2s1
  -3	1	-1	i	-3	i	i	i	8	i	i
> Oc1ccc(-c2nc3ccccn3c2NCc2ccco2)cc1
  38	0	1	i	-31	i	i	i	-12	x	i
> Cc1cccc(NC(=O)CCN2CC(C)OC(C)C2)c1 (centres undefined)
  -3	3	0	i	-10	i	i	i	-4	i	i
> Cc1c(C(=O)Nc2c(N)nc(SCC(=O)NCC3CCCO3)[nH]c2=O)cccc1[N+](=O)[O-] (centres undefined)
  -5	5	0	i	-4	i	i	i	0	i	i

# Quoted at random: 2 records from the list.
# Value order: Dyrk1A ADPGlo	GSK3B inh	GSK3 alpha inh	KCNK9 inh	hERG rescue	RGS4 pot	KCNQ1 block	KCNQ1 act	HDAC3 inhib	PolyA inhibitor	KCNK3 inh
> Cc1cc(C)n(-c2ccc(C(=O)OCC(=O)Nc3ccc(Cl)c(S(=O)(=O)N(C)C)c3)cc2)n1
  27	2	0	i	-10	i	i	i	-4	i	i
> CC(C)CNC(CC(=O)O)c1ccccc1 (centres undefined)
  x	2	0	i	-8	i	i	i	1	i	i
